KKLEB cytotox: reduces viability of KKLEB cystic fibrosis airway cells; KKLEB CF airway cells viability, ATPlite luminescence, overnight; stronger effect = lower value; cells stimulated with P. aeruginosa culture filtrate; activity change (cytotoxicity), % at 5 µM; hit rate 0.36% among 360,000;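 active means corrected activity change at or below -50% at 5 µM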
PDI inh: inhibitors of human protein disulfide isomerase. P07237. PDI insulin aggregation turbidity, A650, 90 min. inhibition, % at 10 µM. hit rate 0.052% among 350,000. AID 588391;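 active means mean inhibition across replicates of 30% or more, whatever share of single replicates reach that level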;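 further: absorbance from insulin aggregation driven by PDI reduction with DTT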
Target sequence (P07237 whole entry, looked up): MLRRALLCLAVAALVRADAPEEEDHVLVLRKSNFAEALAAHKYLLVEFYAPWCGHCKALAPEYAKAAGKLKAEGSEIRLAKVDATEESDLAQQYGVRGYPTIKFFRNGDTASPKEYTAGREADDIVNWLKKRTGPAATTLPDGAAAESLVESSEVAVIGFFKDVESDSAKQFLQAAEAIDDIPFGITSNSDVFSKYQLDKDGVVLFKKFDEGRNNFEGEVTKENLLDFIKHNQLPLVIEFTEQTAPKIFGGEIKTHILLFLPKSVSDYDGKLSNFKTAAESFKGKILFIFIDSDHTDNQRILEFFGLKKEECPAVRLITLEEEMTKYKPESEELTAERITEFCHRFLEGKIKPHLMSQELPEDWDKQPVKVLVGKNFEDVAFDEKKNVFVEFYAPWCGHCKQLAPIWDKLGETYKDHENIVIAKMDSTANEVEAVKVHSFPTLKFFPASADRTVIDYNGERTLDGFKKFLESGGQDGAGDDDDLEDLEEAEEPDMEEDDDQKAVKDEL
CF NFkB inh: inhibitors of cystic fibrosis induced NF-kB; hit rate 0.86% among 360,000; KKLEB NF-kB-GFP reporter, PAF-induced, GFP fluorescence overnight; AID 588850; inhibition, % at 5 µM;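 active means at least 50% inhibition at 5 µM, scaled per plate between neutral and stimulator controls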;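 further: PAF is a Pseudomonas aeruginosa culture filtrate used as stimulus; plate controls were PAF-stimulated DMSO wells for no effect and unstimulated DMSO wells for full effect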
NR2E3 ag-1: agonists of human NR2E3 nuclear receptor; Q9Y5X4; inhibition of corepressor binding, % at 3.98 µM; CHO-S Gal4-NCOR/VP16-NR2E3 two-hybrid, luciferase; AID 602229; hit rate 0.35% among 360,000;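 active means inhibition above the mean of all tested compounds plus 3 SD, cut at about 70% in these data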;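 further: 0% = DMSO with NR2E3 transfected cells and 100% = cells lacking NR2E3 construct; higher means lower luciferase signal from less NR2E3 corepressor binding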
Target sequence (Q9Y5X4 whole entry, looked up, the tested form may be a part): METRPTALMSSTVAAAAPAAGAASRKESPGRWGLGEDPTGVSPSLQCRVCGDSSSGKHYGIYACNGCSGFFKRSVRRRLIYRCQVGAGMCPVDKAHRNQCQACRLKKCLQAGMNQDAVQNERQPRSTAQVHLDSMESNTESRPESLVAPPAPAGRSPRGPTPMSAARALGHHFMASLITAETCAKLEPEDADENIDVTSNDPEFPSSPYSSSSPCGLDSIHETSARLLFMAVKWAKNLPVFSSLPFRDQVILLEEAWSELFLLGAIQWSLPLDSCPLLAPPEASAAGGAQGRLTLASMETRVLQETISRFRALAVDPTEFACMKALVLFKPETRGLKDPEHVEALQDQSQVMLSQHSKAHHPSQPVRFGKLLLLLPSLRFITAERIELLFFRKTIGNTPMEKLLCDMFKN
NR2E3 ag-2: agonists of human nuclear receptor NR2E3; hit rate 0.12% among 320,000; inhibition of corepressor binding, % at 4.78 µM; GST-NR2E3/biotin-RetCOR TR-FRET, 1536-well; AID 2300; Q9Y5X4;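 active means percent inhibition above the cutoff of mean plus 3 SD of all tested compounds, set per screening campaign, cut at about 20% in these data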;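 further: 0% = DMSO wells and 100% = biotin wells as full block of FRET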
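Test system: GST-NR2E3 and biotin-RetCOR proteins | Quantity: 1.35 nM GST-tagged NR2E3 final | Medium: Tris pH 7.5 | Also added: 7 nM biotin-RetCOR | Dosing: Compound at 4.8 µM, single dose | Timing: 5 h at 4 °C | Detection: Time-resolved FRET | Read-out basis: Percent inhibition | Benchmarks: Biotin wells as high control, 0.6% DMSO wells as low control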
HIF-2a inh: HIF-2a inhibition; 786-0 RCC cells HIF-2a reporter, luciferase luminescence, overnight; inhibition, % at 18.8 µM; hit rate 0.72% among 360,000;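 active means inhibition of the luminescence signal of 40% or more relative to plate controls, in a single-dose primary screen at 18.75 µM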
MITF TRPM1 inh: MITF TRPM1 promoter inhibition in SK-MEL-5 cells; hit rate 0.83% among 330,000; SK-MEL-5 TRPM1 promoter luciferase, 24 h; AID 488899; inhibition, % at 12.5 µM;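 active means mean inhibition across replicates of 60% or more, whatever share of single replicates reaches that level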; further: values of inactives mirror those of a sister screen read the other way
Shn3 3UTR inh: Schnurri-3 reporter inhibition in Clone20 osteoblasts. AID 588674. inhibition, % at 12.5 µM. hit rate 0.52% among 360,000. Clone20 osteoblast Shn3 3'UTR firefly luciferase, 24 h;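 active means mean inhibition of at least 75% with every replicate also reaching 75%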;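 further: 0% = median of neutral control wells and 100% = pilot-screen positive control compound; some compounds past the cut are filed as inactive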
CaV13 FRET inh: Primary screen for inhibitors of IQ motif and Ca2+-dependent inactivation inhibitor domain binding in CACNA1D, Förster resonance energy transfer in living cells, … | hit rate 0.098% among 340,000 | inhibition, % at 12.3 µM | HEK cells, CFP/YFP FRET ICDI-IQ, plate reader, 10 min; percent FRET-ratio fall versus neutral wells;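 active means mean replicate inhibition of at least 30% and at least 1% of replicates passing that level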;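 further: 0% = median of the neutral control wells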
Vif inh: inhibitors of HIV Vif; hit rate 0.35% among 340,000; AID 602346; HEK293T cells, Vif self-association by quenched fluorescence, imaging, 24 h; inhibition, % at 7.49 µM; in the data active means inhibition above about 50%, passing the limit was not always enough; further: some results filed as inactive read as strong as hits
Peg3 promoter: reduces Peg3 promoter-driven luciferase expression in HeLa. hit rate 1.7% among 360,000. HeLa PEG-Prom luciferase reporter, luminescence, overnight. inhibition, % at 20 µM. AID 588405;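 active means inhibition of at least 50% at 20 µM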
* hit, by the source's call; / = no result given.

SMILES	KKLEB cytotox	PDI inh	CF NFkB inh	NR2E3 ag-1	NR2E3 ag-2	HIF-2a inh	MITF TRPM1 inh	Shn3 3UTR inh	CaV13 FRET inh	Vif inh	Peg3 promoter
CCCCN(C(=O)c1ccccc1OCc1ccc(F)cc1)c1c(N)n(CCC)c(=O)[nH]c1=O	-10	-3	1	12	2	3	8	0	-3	4	21
CNC(=S)Nc1cccc(S(=O)(=O)NC2=NCCC2)c1	6	4	4	-16	-1	7	3	-55	1	-1	-4
O=C(c1cccc(C(=O)N2CCN(c3ccccc3)CC2)c1)N1CCN(c2ccccc2)CC1	11	-4	-2	10	5	6	13	-6	-8	-4	20
CCOc1ccc(C(=O)NCC(=O)OCC(=O)N2CCCCC2)cc1	-4	-3	11	-28	-1	-37	-12	-8	-14	-19	-22
CC1(C(=O)Nc2cccc(C#N)c2)CCN1C(=O)Cc1ccc(-c2ccccc2)cc1 (stereo not drawn)	-4	13	25	91*	/	18	/	81	-6	-40	29
COc1ccccc1-c1oc2ccccc2c1C#CCCCCO	5	-3	9	-9	1	23	-15	-4	-5	3	6
O=C(Nc1ccc(Cn2cccn2)cc1)c1ccc(COc2ccc(Br)cc2)cc1	7	-3	-3	-12	-2	7	1	2	/	-2	17
NC(=O)c1ccc(NC(=O)COC(=O)CC23CC4CC(CC(Br)(C4)C2)C3)cc1	10	-14	6	19	/	-2	0	10	-8	38	-7
C1=CC2CC1CC2CN1CCN(c2ccccc2)CC1 (stereo not drawn)	7	-3	7	-17	-3	-11	-2	-1	-8	3	7
CC1Oc2ccc(C#N)cc2N(Cc2ccccc2OC(F)(F)F)C1=O (stereo not drawn)	-16	-1	10	-8	/	17	/	6	-5	7	13

Five records picked at random from those above:
SMILES	KKLEB cytotox	PDI inh	CF NFkB inh	NR2E3 ag-1	NR2E3 ag-2	HIF-2a inh	MITF TRPM1 inh	Shn3 3UTR inh	CaV13 FRET inh	Vif inh	Peg3 promoter
C1=CC2CC1CC2CN1CCN(c2ccccc2)CC1 (stereo not drawn)	7	-3	7	-17	-3	-11	-2	-1	-8	3	7
O=C(Nc1ccc(Cn2cccn2)cc1)c1ccc(COc2ccc(Br)cc2)cc1	7	-3	-3	-12	-2	7	1	2	/	-2	17
COc1ccccc1-c1oc2ccccc2c1C#CCCCCO	5	-3	9	-9	1	23	-15	-4	-5	3	6
CC1Oc2ccc(C#N)cc2N(Cc2ccccc2OC(F)(F)F)C1=O (stereo not drawn)	-16	-1	10	-8	/	17	/	6	-5	7	13
CCOc1ccc(C(=O)NCC(=O)OCC(=O)N2CCCCC2)cc1	-4	-3	11	-28	-1	-37	-12	-8	-14	-19	-22

(continued)
SMILES	KKLEB cytotox	PDI inh	CF NFkB inh	NR2E3 ag-1	NR2E3 ag-2	HIF-2a inh	MITF TRPM1 inh	Shn3 3UTR inh	CaV13 FRET inh	Vif inh	Peg3 promoter
CCOC(=O)C1CCN(c2cc3c(cc2NC(=O)c2ccccc2Cl)n(C)c(=O)n3C)CC1	-24	-6	21	-21	0	-5	8	-3	-6	11	31
CSc1ccccc1OCc1cc(C(=O)NC2CCOC(C)(C)C2)no1 (stereo not drawn)	32	9	-36	-18	2	-33	-13	-24	-2	-3	-24
COc1ccc(-c2csc(C(C)(NC(C)=O)c3ccccc3)n2)cc1 (stereo not drawn)	1	1	6	-35	/	-1	/	6	-4	-3	0
CCOc1ccc(-c2nc(CSCC(=O)NCC3CCCO3)c(C)o2)cc1 (stereo not drawn)	4	1	9	104*	1	-35	13	28	-3	-6	-34
C#CCOCCOCCOCCNc1nc(N2CCN(C(=O)[C@H](CCCCN)n3cc(CN)nn3)CC2)nc(N2CCN(C(=O)[C@H](CCC(=O)O)n3cc([C@@H](N)[C@H](C)CC)nn3)CC2)n1	4	-1	4	-30	/	4	10	-21	-5	4	-3
COc1ccc(NC(=O)C2CCCO2)cc1OC (stereo not drawn)	-16	4	17	-12	4	-3	1	-26	-7	/	9
CC1CC1C(=O)OCC(=O)N(C)CC(=O)Nc1ccc(F)cc1 (stereo not drawn)	8	15	6	-20	/	10	7	-2	-3	-2	11
NS(=O)(=O)c1ccc(CCNC(=S)Nc2ccc(F)cc2)cc1	-7	5	0	-21	2	8	8	-5	5	35	2
CC(NC(=O)COC(=O)c1ccccc1O)C1CC2CCC1C2 (stereo not drawn)	-2	-2	10	1	/	3	/	10	-2	2	-8
COC(=O)c1cc(C(=O)OC)cc(-n2c(C)cc(C=O)c2C)c1	12	3	-14	5	-2	8	7	4	-5	0	6

Some of the entries so far, field by field:
NS(=O)(=O)c1ccc(CCNC(=S)Nc2ccc(F)cc2)cc1
  KKLEB cytotox = -7
  PDI inh = 5
  CF NFkB inh = 0
  NR2E3 ag-1 = -21
  NR2E3 ag-2 = 2
  HIF-2a inh = 8
  MITF TRPM1 inh = 8
  Shn3 3UTR inh = -5
  CaV13 FRET inh = 5
  Vif inh = 35
  Peg3 promoter = 2

CC(NC(=O)COC(=O)c1ccccc1O)C1CC2CCC1C2 (stereo not drawn)
  KKLEB cytotox = -2
  PDI inh = -2
  CF NFkB inh = 10
  NR2E3 ag-1 = 1
  NR2E3 ag-2 = /
  HIF-2a inh = 3
  MITF TRPM1 inh = /
  Shn3 3UTR inh = 10
  CaV13 FRET inh = -2
  Vif inh = 2
  Peg3 promoter = -8

Following part.
SMILES	KKLEB cytotox	PDI inh	CF NFkB inh	NR2E3 ag-1	NR2E3 ag-2	HIF-2a inh	MITF TRPM1 inh	Shn3 3UTR inh	CaV13 FRET inh	Vif inh	Peg3 promoter
Cc1c(NC(=O)c2ccc(N(C)S(=O)(=O)c3ccccc3)cc2)c(=O)n(-c2ccccc2)n1C	-13	-2	3	-9	1	13	-1	11	-2	-13	-8
O=C(NC1CC1)c1cccc(Oc2ccccc2)c1	-6	4	-20	6	-2	-100	-16	14	-19	13	-67
Cc1ccc(NC(=O)CC2SC3=NCCCN3C2=O)c(C)c1 (stereo not drawn)	-2	1	-6	-13	0	10	12	-9	/	20	6
CC1(C)Cc2nc3sc(C(=O)NCCO)c(N)c3cc2CO1	-33	-1	6	-29	2	-113	-26	-45	-3	8	-40
CC(=O)Nc1nc2ccccc2n1Cc1ccccc1	-5	-4	4	-17	0	8	0	-6	-8	2	10
Cc1c(CNCCc2ccccc2)c(C(=O)O)c(C)n1-c1ccccc1	3	0	2	1	0	1	-6	-12	-19	12	-12
O=C(CN1C(=O)NC2(CCCCC2)C1=O)Nc1cccc2ncccc12	3	-9	7	24	-1	9	-12	-3	-5	4	13
C/C=C/Cn1c(SCc2ccc(Cl)cc2)nc2c1c(=O)[nH]c(=O)n2C	-23	4	28	2	1	23	-23	10	-1	0	17
Cc1cc(OC(C)C(=O)NCCN2CCOCC2)c2c(C)c(C)c(=O)oc2c1 (stereo not drawn)	6	8	-8	18	-1	1	6	-4	-15	6	8
COc1cccc(C2/C(=C(\O)c3ccc4c(c3)OCO4)C(=O)C(=O)N2CCN(C)C)c1OC (stereo not drawn)	6	0	-17	1	-1	9	5	13	/	/	2

By substructure: those above containing a COOH group
SMILES	KKLEB cytotox	PDI inh	CF NFkB inh	NR2E3 ag-1	NR2E3 ag-2	HIF-2a inh	MITF TRPM1 inh	Shn3 3UTR inh	CaV13 FRET inh	Vif inh	Peg3 promoter
C#CCOCCOCCOCCNc1nc(N2CCN(C(=O)[C@H](CCCCN)n3cc(CN)nn3)CC2)nc(N2CCN(C(=O)[C@H](CCC(=O)O)n3cc([C@@H](N)[C@H](C)CC)nn3)CC2)n1	4	-1	4	-30	/	4	10	-21	-5	4	-3
Cc1c(CNCCc2ccccc2)c(C(=O)O)c(C)n1-c1ccccc1	3	0	2	1	0	1	-6	-12	-19	12	-12

Additional records
SMILES	KKLEB cytotox	PDI inh	CF NFkB inh	NR2E3 ag-1	NR2E3 ag-2	HIF-2a inh	MITF TRPM1 inh	Shn3 3UTR inh	CaV13 FRET inh	Vif inh	Peg3 promoter
COc1ccc(-n2nc(C(=O)NCC(=O)NC(C)C)c3ccccc3c2=O)cc1	3	-7	-16	-10	-2	16	-10	-8	-1	5	13
CC(=O)CSc1nc2nccnc2[nH]1	-6	0	-4	-27	/	3	/	1	-6	1	-4
Cc1nc(-c2ccccn2)sc1C(=O)Nc1ccc(F)cc1	-13	-2	-11	-55	1	-98	-17	-15	-5	-9	-68
CC(=O)c1ccc(NC(=O)COC(=O)C2CCN(S(=O)(=O)c3cccs3)CC2)cc1	-5	3	13	4	/	9	-1	-8	-16	12	-4
COc1ccc(CN2CCNC(=O)C2CC(=O)NCCC2=CCCCC2)c(F)c1 (stereo not drawn)	15	5	-7	-6	1	3	6	-6	/	0	10
COc1ccccc1NC(=O)CCSc1nc(C)cs1	-9	1	-6	-16	5	-7	4	13	-7	23	-16
Oc1ccc(/C=N/NC(=S)Nc2cccnc2)c(O)c1O	6	11	0	-58	/	21	27	0	-5	-9	12
Nc1cc2c(cc1C(=O)c1cccc(Br)c1)OCCO2	-34	-5	22	-18	-3	6	-9	7	-6	35	33
CCOC(=O)C1=C(COC(=O)/C=C/c2cccc(Br)c2)NC(=O)NC1C (stereo not drawn)	-26	-20	9	0	-1	-4	-10	-16	-6	-12	-14
O=c1[nH]c2ccccc2n2c(=S)[nH]nc12	-5	6	20	6	9	14	-1	7	-3	-6	14
O=C(COC(=O)C1CCN(S(=O)(=O)c2cccc3cccnc23)CC1)c1ccccc1	4	15	6	-19	1	15	6	-48	-18	-8	-5
CC(C)OC(=O)CCCNc1ccc([N+](=O)[O-])cc1[N+](=O)[O-]	-14	-2	3	-16	-2	-4	0	-12	-5	-8	6
CCOc1ccc(N2CC(C(=O)Nc3ccc(S(=O)(=O)N4CCOCC4)cc3)CC2=O)cc1 (stereo not drawn)	-22	-1	-18	7	4	13	18	7	-3	-4	29
CCOC(=O)c1cc(-c2ccco2)nc2c1c(C)nn2CCC#N	-1	3	2	-16	1	8	9	4	0	-4	6
CN1C(=O)/C(=C/C=C2\SCCN2C)OC1=S	-7	-2	2	-61	-3	-170	-73	-107	9	-1	-236
O=C(Nc1cccnc1)c1sc2cccc(F)c2c1Cl	-9	-10	53*	-113	1	-304	-66	-120	-4	5	-241
Cc1cc(C)c2nc(-c3ccccn3)cc(C(=O)NCc3ccc(S(N)(=O)=O)cc3)c2c1	-27	8	-10	-10	2	-6	43	22	-5	0	48
CC(Cc1cccnc1)NC(=O)CCc1nnc(-c2ccccc2)o1 (stereo not drawn)	-6	-1	1	-36	7	-25	5	-9	3	-2	-33
C=C(C)c1cccc(C(C)(C)NC(=O)Nc2ccc(C)cn2)c1	-16	-3	28	-35	4	-57	0	4	-4	0	-29
Cn1c(N)cc(=O)[nH]c1=S	-3	-5	-6	-18	/	10	-5	-7	-5	-4	24

Screening results as filed in PubChem.
